UTI89 phage lysis – inhibition of K1F phage lysis, E. coli UTI89, bacterial capsule biogenesis inhibitors, alamar blue (AID 488966); 340,000 tested, 0.02% active; inhibition, % at 100 µM, or IC50 in µM where a hit was titrated; E. coli UTI89 K1F phage lysis, alamar blue, 2 h; higher % means a stronger effect;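 active = phage lysis inhibition, versus mean bacterial control, above a set limit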;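 also: capsule biogenesis inhibitors block K1F phage lysis so surviving cells raise fluorescence; higher fluorescence means more inhibition of phage lysis; actives were called in the ten point dose series up to 300 µM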
Starred values were filed as active, the others as inactive; [ ] = another dose, or the depositor's remark. These rows are one share of the data; count on the stated rates, not on these rows.

SMILES	UTI89 phage lysis
CCCSc1ccc([C@@H]2[C@H]3C(=O)N(C)C(=O)[C@H]3[C@]3(C(=O)OC)CCCN23)cc1OC	2.6%
CC1CCCCC1NC(=O)COc1cccnc1[N+](=O)[O-] (stereo not given)	7.0%
CC(C(=O)N1CCN(C(=O)c2ccco2)CC1)n1sc2ccccc2c1=O (stereo not given)	0.0%
O=C(O)c1c2c(nc3ccccc13)/C(=C/c1c(F)cccc1F)CCC2	-0.2%
CC(C)CN(C(=O)C1CSC2(C)CCC(=O)N12)c1c(N)n(Cc2ccccc2)c(=O)[nH]c1=O (stereo not given)	-0.1%
CCc1ccccc1NC(=O)NNS(=O)(=O)c1cc(C)ccc1C	-0.2%
O=c1oc(CCCO)cc2ccc(/C=C/c3cccc([N+](=O)[O-])c3)cc12	3.3%
COc1ccc(N(C)C(=O)C2CCN(S(=O)(=O)c3cccc4nonc34)CC2)cc1	0.3%
CC[C@]12c3[nH]c4cc(CCC(=O)N(C)C)ccc4c3CCN1C(=O)[C@@H](CC(=O)NCCC1=CCCCC1)C[C@@H]2C(=O)N1CCN(C(=O)c2ccco2)CC1	-0.1%
O=C(Nc1cc(C(F)(F)F)ccc1-n1cncn1)C1CC1	1.7%[50 µM]
CC(C)C(NS(=O)(=O)c1ccc2c(c1)C(C)(C)C(=O)N2C)C(=O)NCc1ccc(F)cc1 (stereo not given)	4.4%
C=CCn1c(SCC(=O)c2ccc(O)c(O)c2)nnc1-c1cccc(OC)c1	1.1%
CCC(=O)N1CCc2cc(S(=O)(=O)CCC(=O)N(C)c3ccc(OC)cc3OC)ccc21	0.1%
O=C(NCc1ccccc1)c1cccc(S(=O)(=O)N2CCCCC2)c1	0.1%
O=C(O)C(C(O)c1ccccc1)[n+]1ccccc1 (stereo not given)	-0.5%
C#CCOCCOCCOCCNc1nc(N2CCOCC2)nc(N2CCN(C(=O)CCCCCCCCCCNC(=O)[C@H](CO)n3cc(CCCSC)nn3)CC2)n1	1.9%
CC(NC(=O)c1cc(S(=O)(=O)N2CCOCC2)cn1C)c1ccccc1 (stereo not given)	0.5%
Cn1c(SCC(=O)c2ccc(O)c(O)c2)nnc1-c1ccccc1	2.7%[50 µM]
O=C(NCc1ccccc1F)C1CCC(=O)N(Cc2ccc(Cl)cc2)C1 (stereo not given)	2.2%
Cc1ccc(-n2nc3c(c2NC(=O)c2cc4ccccc4o2)CS(=O)(=O)C3)cc1	0.7%[50 µM]
N#Cc1ccccc1OCC(=O)Nc1ccccc1C(=O)NC1CC1	1.5%[50 µM]
O=C(O)c1ccc(S(=O)(=O)c2ccc3c(c2)C(=O)N(c2ccc(Br)cc2)C3=O)cc1	-0.1%
CCOc1ccc(NC(=O)CN2CCN(c3ccccc3C)CC2)cc1S(=O)(=O)N1CCCC1	-0.2%[50 µM]
CCCc1cc(=O)oc2cc(C)cc(OC(C)C(=O)NCCN3CCOCC3)c12 (stereo not given)	-0.5%
COc1ccc(CCN(C)C(=S)Nc2ccc(SC(F)F)cc2)cc1OC	0.1%
Remaining list, next part:
SMILES	UTI89 phage lysis
CCn1cc(S(=O)(=O)NC2CCCCC2)cn1	0.1%
CCOc1ccccc1NC(=O)CN1CCC(C(=O)c2ccc(OC)cc2)CC1	0.6%
COc1ccc(CNCC(O)(c2ccc(F)cc2)c2ccc(F)cc2)cc1OC	0.1%
Cc1ccc(CN2CCNC(=O)C2CC(=O)NCc2csc(C(C)C)n2)cc1 (stereo not given)	0.1%
Cc1cc(NC(=O)C2CC(=O)N(c3ccc(F)cc3)C2)no1 (stereo not given)	0.0%
Cc1ccc(C)c(-c2cc(C(=O)Nc3cccnc3)c3ccccc3n2)c1	-1.1%[50 µM]
COc1cc(NC(=O)CCc2nnc3ccc(N4CCCCC4)nn23)cc(OC)c1OC	0.0%
CCSc1nc2sccc2c(=O)n1-c1ccccc1	-1.1%
COc1ccccc1C(=O)NCCC(=O)NCC(c1ccco1)N1CCCCC1 (stereo not given)	0.7%[50 µM]
CN(CC1COc2ccccc2O1)C(=O)CSc1ncnc2sccc12 (stereo not given)	-0.2%[50 µM]
CCOC(=O)C1CCCN(C(=O)c2cc3cc(F)ccc3[nH]2)C1 (stereo not given)	-0.8%[50 µM]
C/C(=N\NC(=O)NC1CCCCC1)c1ccc(Cl)s1	-1.3%[50 µM]
Cc1ccc(N(C(=O)CNC(=O)c2ccco2)C(C(=O)NC2CCCC2)c2ccncc2)c(C)c1 (stereo not given)	0.1%
CCC(=O)Nc1sc2c(c1C(=O)OC)CCN(Cc1ccccc1)C2	-0.1%
O=C(Nc1cc([N+](=O)[O-])ccc1O)NC1CCS(=O)(=O)C1 (stereo not given)	0.1%
COc1ccc2[nH]c3c(c2c1)CCN1C(=O)C(CC(=O)NCCC2=CCCCC2)C[C@H](C(=O)N2CCOCC2)[C@@]31C (stereo not given in full)	-0.1%
COc1ccccc1N1CCN(Cc2ccc(C(=O)O)cc2)CC1	-0.4%
CCOC(=O)c1ccc(Nc2nc(N)c3cc(OC)c(OC)cc3n2)cc1	0.3%
Nn1c(SCC(=O)Nc2ccc(OC(F)F)cc2)nnc1-c1ccco1	1.6%[50 µM]
O=C(Cc1ccccc1)Nc1ccc(NC(=O)c2cccnc2)cc1	1.4%
COc1ccc(C2CC(c3cccs3)=NN2C(=O)CCl)cc1OC (stereo not given)	-0.4%
CC1CCCC(NC(=O)COC(=O)c2ccc(Cl)nc2)C1C (stereo not given)	0.7%[50 µM]
CCOC(=O)Cc1csc(N/N=C\c2ccccc2OC)n1	0.5%
COc1cc(NC(=O)CCCn2c(=O)oc3ccccc32)cc(OC)c1	-2.6%
Fc1ccc(CNc2ccccn2)cc1	-1.9%
Further records.
SMILES	UTI89 phage lysis
COc1ccc(Cn2c(=O)[nH]c3cc(C(=O)N4CCN(c5ccccc5OC)CC4)ccc3c2=O)cc1	-0.1%
Cc1cc(=O)c(C(=O)O)nn1-c1ccccc1Cl	0.4%
COC(=O)Nc1ccc(S(=O)(=O)Nc2cc(OC)nc(OC)n2)cc1	1.4%[50 µM]
CCO[C@H]1OC(C(=O)NCc2ccccc2)=C[C@@H](C(C)(C)C)[C@@H]1CCCO	0.2%
COc1ccc(CCC(=O)Nc2ncc(C)s2)cc1OC	0.1%
CCn1nc(C(=O)NNS(=O)(=O)c2ccc(C)cc2)c2ccccc2c1=O	0.4%
CCn1c(CC(=O)Nc2ccccc2)nnc1SCC(=O)Nc1nnc(C)s1	0.0%
O=C(CNc1ccccc1)Nc1cccc2ccccc12	-0.6%
CC(=O)Nc1ccc(NC(=O)C(C)OC(=O)CCC2CCCCC2)cc1 (stereo not given)	1.5%[50 µM]
CN(C(=O)c1cc(S(=O)(=O)N2CCOCC2)cs1)c1ccccc1	0.7%[50 µM]
CCOC(=O)c1cccc(NS(=O)(=O)c2c(C)[nH]c(C)c2C(=O)N2CCCC2)c1	0.1%
COc1ccc(CCNC(=O)Cc2ccc(NS(=O)(=O)c3ccc(F)cc3)cc2)cc1OC	0.3%[50 µM]
Cc1ccc(S(=O)(=O)N(C)C)cc1NC(=O)CSc1nc2ccccc2c(=O)n1CC1CCCO1 (stereo not given)	-0.1%
COc1ccc(CNc2ncnc3ccccc23)cc1	-0.5%
COc1ccc(Oc2cn[nH]c2-c2ccc(OCC(=O)NN)cc2O)cc1	-0.1%
O=C(COC(=O)CCc1ccccc1)Nc1ccc(F)cc1Cl	-1.0%
CC12CCC(=O)N1C(C(=O)Nc1cccc(S(=O)(=O)N3CCCCC3)c1)CS2 (stereo not given)	0.3%[50 µM]
Cc1cc(C)n(-c2nc(SCCN3CCOCC3)c3c4c(sc3n2)CCCC4)n1	-0.1%
Cc1ccc(S(=O)(=O)c2cc3c(=O)n4ccccc4nc3n(CCCN3CCOCC3)c2=N)cc1C	0.0%
O=C1C[C@H](c2ccc(O)cc2)Oc2cc(O[C@@H]3O[C@H](CO)[C@@H](O)[C@H](O)[C@H]3O)cc(O[C@@H]3O[C@H](CO)[C@@H](O)[C@H](O)[C@H]3O)c21	1.3%
CN(C)c1ccc(C(=O)NCCCSc2ccccc2)cc1	-0.1%
O=c1c2cc(F)ccc2[nH]c(=S)n1Cc1ccc(F)cc1	0.9%
CCCCn1cnc2c(SCc3cccc(F)c3)nc(N)nc21	1.7%
Cc1cc(C)c(NC(=O)COC(=O)C2=COCCO2)c(Cl)c1	0.8%[50 µM]
O=C(O)Cn1c(=O)n(Cc2ccccc2)c2ccccc21	0.4%
Going on with the list.
SMILES	UTI89 phage lysis
CC1(C(=O)N/N=C/c2ccccc2)CC1(Cl)Cl (stereo not given)	0.0%
CCOC(=O)CNC(=O)C1(/C=C/c2ccccc2)CC(=O)N1c1ccc(C)cc1 (stereo not given)	-0.7%[50 µM]
CC[C@]1(C(=O)OC)[C@H]2C(=O)N(Cc3ccccc3)C(=O)[C@H]2[C@H]2CN=C(SCC3CC3)N21	0.2%
CC1CCCCN1C(=O)COC(=O)C1CCN(S(=O)(=O)c2ccc(Cl)c(C(F)(F)F)c2)CC1 (stereo not given)	1.3%[50 µM]
CCN1CCSc2ccc(C(=O)NCc3ccccc3C)cc21	3.8%
COc1cc(OC)c(NC(=O)CC(=O)Nc2cc(Cl)c(OC)cc2OC)cc1Cl	0.1%
O=C(NCCc1cccc(F)c1)C1CCCN(c2nc3ccccc3s2)C1 (stereo not given)	0.4%
O=C(Cc1csc(-c2ccc(F)cc2)n1)Nc1cccc(S(=O)(=O)NC2=NCCC2)c1	0.0%[50 µM]
COC(=O)c1c(NC(=O)C2CC(C)=C(C)CC2C(=O)O)sc2c1CCCCC2 (stereo not given)	-0.2%
COCCn1c(SCC(=O)Nc2cc(C)cc(C)c2)nc2ccccc2c1=O	0.4%
c1ccc2nc(NN=C3CCCCC3)ccc2c1	-2.8%
Cc1cc(C(=O)O)cc(S(=O)(=O)Nc2c(C)nn(C)c2C)c1C	-0.9%
Cc1ccc(NC(=O)C2=CC=CN3CCS(=O)(=O)N=C23)cc1	0.7%[50 µM]
O=c1[nH]n(-c2ccccc2)c(=O)cc1Cl	-1.9%
CCc1nc(SCC(=O)N2CCc3ccccc32)c2oc3ccccc3c2n1	0.6%
CCOC(=O)c1ccc(NC(=O)Nc2c(C)n(C)n(-c3ccccc3)c2=O)cc1	0.0%
COc1cccc(N2CCN(CC(=O)Nc3ccccc3C(=O)NCCc3ccccc3)CC2)c1	-0.2%[50 µM]
CC(C)COc1cccc(C(=O)Nc2cc(S(=O)(=O)N3CCOCC3)ccc2N2CCCC2)c1	-0.1%[50 µM]
NS(=O)(=O)c1ccc(CCNC(=O)c2cnccn2)cc1	-0.2%
COc1ccc(C)cc1NC(=O)COC(=O)c1ccc2ccccc2n1	0.9%[50 µM]
Nc1nnc(SCC(=O)NNC(=O)c2ccc([N+](=O)[O-])cc2)s1	0.4%[50 µM]
CCOC(=O)C1=CN(Cc2cccc(F)c2)S(=O)(=O)NC1c1cccc(OC)c1 (stereo not given)	0.1%
O=C(Cc1ccccc1)Nc1nccs1	0.1%
COc1ccccc1CNC(=O)COC(=O)CSc1ccc(Cl)cc1	-0.1%[50 µM]
O=[N+]([O-])c1cc(CS(=O)(=O)Oc2ccc(Cl)cc2)c(O)c([N+](=O)[O-])c1	-1.3%

No new results follow: 15 of the compounds above.
SMILES	UTI89 phage lysis
c1ccc2nc(NN=C3CCCCC3)ccc2c1	-2.8%
Cc1cc(C(=O)O)cc(S(=O)(=O)Nc2c(C)nn(C)c2C)c1C	-0.9%
Cc1ccc(NC(=O)C2=CC=CN3CCS(=O)(=O)N=C23)cc1	0.7%[50 µM]
O=c1[nH]n(-c2ccccc2)c(=O)cc1Cl	-1.9%
CCc1nc(SCC(=O)N2CCc3ccccc32)c2oc3ccccc3c2n1	0.6%
CCOC(=O)c1ccc(NC(=O)Nc2c(C)n(C)n(-c3ccccc3)c2=O)cc1	0.0%
COc1cccc(N2CCN(CC(=O)Nc3ccccc3C(=O)NCCc3ccccc3)CC2)c1	-0.2%[50 µM]
CC(C)COc1cccc(C(=O)Nc2cc(S(=O)(=O)N3CCOCC3)ccc2N2CCCC2)c1	-0.1%[50 µM]
NS(=O)(=O)c1ccc(CCNC(=O)c2cnccn2)cc1	-0.2%
COc1ccc(C)cc1NC(=O)COC(=O)c1ccc2ccccc2n1	0.9%[50 µM]
Nc1nnc(SCC(=O)NNC(=O)c2ccc([N+](=O)[O-])cc2)s1	0.4%[50 µM]
CCOC(=O)C1=CN(Cc2cccc(F)c2)S(=O)(=O)NC1c1cccc(OC)c1 (stereo not given)	0.1%
O=C(Cc1ccccc1)Nc1nccs1	0.1%
COc1ccccc1CNC(=O)COC(=O)CSc1ccc(Cl)cc1	-0.1%[50 µM]
O=[N+]([O-])c1cc(CS(=O)(=O)Oc2ccc(Cl)cc2)c(O)c([N+](=O)[O-])c1	-1.3%

New compounds follow
SMILES	UTI89 phage lysis
C[C@H]1CCC/C=C/[C@@H]2C[C@H](O)C[C@H]2[C@H](O)[C@H](S(=O)c2ccc(O)cc2)CC(=O)O1 (stereo not given in full)	0.0%
CC(=O)c1cccc(N(C(=O)CNC(=O)c2cccs2)C(C(=O)NCC2CCCO2)c2ccccc2)c1 (stereo not given)	1.1%
CC1CC(C)CN(S(=O)(=O)CCNC(=O)c2ccc3c(c2)OCO3)C1 (stereo not given)	0.6%[50 µM]
CCOc1ccc(C2C(C(=O)OC)=CN(C(C)c3ccccc3)C=C2C(=O)OC)cc1 (stereo not given)	-0.9%[50 µM]
Cn1cc(CCCC(=O)NCc2ccccc2)c2ccccc21	1.0%
COc1cc2c(cc1OC)[C@@H](NC(=O)COc1ccccc1)[C@H](OCc1ccccc1)C2	-0.2%
CCOC(=O)[C@H]1[C@H]2COc3ccc(Cl)cc3[C@@H]2N2C(=O)CN(Cc3ccc(Cl)cc3)C(=O)[C@@]12C	0.8%
COc1cc(CN2CCCC(C)C2)ccc1OCc1ccccc1 (stereo not given)	1.4%
COC(=O)[C@@]1(Cc2ccc(F)cc2)[C@H]2c3cc(C(=O)N4CCCC4)n(CCCNc4ncc(C(F)(F)F)cc4Cl)c3C[C@H]2CN1C(=O)c1ccccc1	1.1%

Assay outcomes as filed in PubChem BioAssay.
